tuberculosis growth: growth inhibition of non-replicating M. tuberculosis (AID 488890). inhibition, % at 25 µM; hits with a dose series show IC50 in µM. 320,000 tested, 0.39% active. Mycobacterium tuberculosis non-replicating, growth inhibition; higher % means a stronger effect; in the data active = a potency from the dose series; inconclusive = inhibition mostly from about 82% at the one dose, without a potency; inactive = the rest, 99 in 100 with inhibition below about 76%;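 note: plate controls were DMSO cells for no effect and high antibiotic wells for full effect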
M. tuberculosis HTS: M. tuberculosis growth inhibition, HTS (AID 449762); inhibition, % at 25 µM; hits with a dose series show IC50 in µM; M. tuberculosis H37Rv growth inhibition, 7H9 media; higher % means a stronger effect; 330,000 tested, 0.59% active; in the data active = a potency from the dose series; inconclusive = inhibition above about 70% without an active follow-up result;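 note: bacterial growth assessed after seven days of incubation; strong numbers were not always called active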
H1N1 NS1A inhibition: H1N1 influenza NS1A inhibitors, functional cell based assay (AID 504329) | NS1A functional cell-based assay, percent inhibition; higher % means a stronger effect | inhibition, % at 12.5 µM; hits with a dose series show IC50 in µM | 340,000 tested, 0.3% active; in the data active = a potency from the dose series; inconclusive = inhibition above about 27% without an active follow-up result; note: strong numbers were not always called active
VEEV TC-83 Vero: inhibitors of VEEV TC-83 cytopathic effect, confirmation, Vero cells (AID 588727); inhibition, % at 20 µM; hits with a dose series show IC50 in µM; 350,000 tested, 0.13% active; Vero cells, VEEV TC-83 cytopathic effect inhibition; higher % means a stronger effect; in the data active = a potency from the dose series; inconclusive = inhibition mostly from about 14% at the one dose, without a potency; inactive = the rest, 99 in 100 with inhibition below about 12%; note: strong numbers were not always called active
PhoP GFP inhibition: PhoP regulon inhibitors, Salmonella typhi PhoP promoter GFP reporter, confirmatory (AID 1850); Salmonella Typhi PhoP-promoter GFP reporter, fluorescence, 4 h; higher % means a stronger effect; 310,000 tested, 0.33% active; inhibition, % at 50 µM; hits with a dose series show IC50 in µM; in the data active = a potency from the dose series; inconclusive = inhibition mostly from about 25% at the one dose, without a potency; inactive = the rest, 99 in 100 with inhibition below about 19%;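 note: 0% = induced wells with vehicle and 100% = uninduced wells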
VEEV TC-83 Vero 10K pilot screen: also measured in VEEV TC-83 Vero; calls as there; inhibition, %; measured here: 10K pilot screen inhibition
* marks the source's active call; other numbers are inactive results; i = inactive; u = inconclusive; x = no result given. Compounds were not picked by outcome, and some 1.5% of all compounds hit somewhere here.

SMILES	tuberculosis growth	M. tuberculosis HTS	H1N1 NS1A inhibition	VEEV TC-83 Vero	PhoP GFP inhibition	others
CCOC(=O)c1ccc(N=CC2=C(O)CC(C)(C)CC2=O)cc1	3.9µM*	u	-10%	0.5%	5%
COc1ccc(C(=O)NC2(C(F)(F)F)C(=O)N(Cc3ccco3)C3=C2C(=O)CC(C)(C)C3)cc1OC (configuration not stated)	2%	7%	-24%	i	1%
Cc1ccc(-n2c(C)cn(C(=O)c3ccccc3)c2=S)cc1	33%	26%	2%	0.5%	-11%
COCCCn1c(C(=O)NCCN2CCOCC2)cc2c(=O)n3cccc(C)c3nc21	-5%	2%	-6%	6.4%	-6%
Cc1cc(NC(=O)c2ccc3c(c2)C(=O)N(CC(C)C)C3=O)no1	17%	4%	1%	i	-4%
Cc1ccc2c(c1)C(=O)c1c(C(=O)O)cccc1-2	17%	2%	-2%	1.4%	-17%
COc1ccc(OCCOC(=O)Nc2ccccc2)cc1	5%	-6%	4%	6.4%	-5%	VEEV TC-83 Vero 10K pilot screen=0.7
CCCCN(C(=O)c1ccccc1OCc1ccc(F)cc1)c1c(N)n(CC(C)C)c(=O)[nH]c1=O	30%	1%	7%	0.2%	-4%
Cc1cccc(NC(=O)c2oc3c(c2C)C(=O)CC(C)(C)C3)n1	8%	-2%	-2%	3.2%	1%
COc1ccccc1NC(=O)CN(c1ccccc1C)S(C)(=O)=O	7%	2%	1%	i	-5%
CCN(CC)CCC(O)(c1ccccc1)C1CCCCC1 (configuration not stated)	10%	3%	-2%	i	-2%
Cn1nc(C(=O)NNc2c(F)c(F)cc(F)c2F)c2ccccc2c1=O	2%	-7%	-5%	0.3%	6%
Cc1ccn2c(c1)nc(=O)c1cc(S(=O)(=O)N3CCC(C)CC3)ccc12	5%	-1%	-8%	2.2%	6%
COCCN=c1scc(-c2cc(OC)ccc2OC)n1/N=C/c1c[nH]c2ccccc12	2%	-1%	6%	4.6%	-8%
CCOc1ccc(Cl)cc1S(=O)(=O)NCc1cccnc1	-13%	1%	4%	i	8%
Fc1ccccc1CN1CCCN(C(=S)Nc2cccc(Cl)c2)C1	25%	12%	21%	i	1%
COc1ccc(NC2=NC3(CCCCC3)N=C(N)N2)cc1	32%	-6%	-15%	2.4%	74µM*
CC(Sc1nc(C2CC2)n(-c2ccccc2)n1)C(=O)c1c(N)n(C)c(=O)n(C)c1=O (configuration not stated)	-15%	-15%	-4%	2.9%	-1%
O=C(O)/C=C/C(=O)Nc1ccc(S(=O)(=O)Nc2nccs2)cc1	64%	u	-1%	0.7%	7%
COc1cccc(-c2noc(CCC(=O)N3CCN(c4cc(C)ccc4C)CC3)n2)c1	x	x	2%	0.9%	x
CCCN(CCC)CCCNC(=O)c1cc2c(=O)[nH]c3ccccc3c2s1	6%	6%	-11%	0.7%	-2%
O=C(CCCN1C(=O)/C(=C/c2cccs2)SC1=S)Nc1ccccn1	u	54%	5%	6.4%	-1%	VEEV TC-83 Vero 10K pilot screen=3.5
CCOC(=O)C1(P(=O)(c2ccccc2)c2ccccc2)CCC1	4%	1%	-19%	i	6%
N#Cc1ccc(N2C(=O)[C@@H]3C(C(=O)c4ccc5ccccc5n4)=NN[C@@H]3C2=O)cc1	-14%	-3%	4%	1.3%	2%
Cc1cccc(N(C(=O)Nc2ccccc2)C2=NCC(C)S2)c1 (configuration not stated)	12%	7%	-4%	0.6%	5%
O=C(c1ccccc1)N1CCN(C2C3CC4CC(C3)CC2C4)CC1 (configuration not stated)	4%	-5%	-4%	i	-9%
COc1ccccc1-c1coc2c(CN3CCOCC3)c(O)ccc2c1=O	-6%	3%	-3%	0.2%	1%
CCC(C)[C@H](NC(=O)NC1CCN(Cc2ccccc2)CC1)C(=O)OC (some centres not stated)	-3%	1%	1%	1.4%	6%
O=C(Cn1nc(-c2ccccc2)c2ccccc2c1=O)Nc1cccc(O)c1	34%	13%	-16%	8.4%	3%
COc1ccc(S(=O)(=O)N2CCCC(C(=O)NCc3ccc(F)cc3)C2)cc1 (configuration not stated)	-1%	-1%	-3%	0.2%	-7%
O=C(c1ccc(OC2CCN(CCc3ccccc3)CC2)cc1)N1CCCC(CCCO)C1 (configuration not stated)	13%	5%	-4%	2.0%	4%
O=C(c1cnn2c(C(F)F)cc(C3CC3)nc12)N1CCCC1	10%	-3%	0%	1.2%	-13%
CSc1nc2sc3c(c2c(=S)[nH]1)CC(C)(C)OC3	-10%	1%	-9%	0.9%	13%
O=C1C=C(NC2CCCC2)CC(c2ccccc2)C1 (configuration not stated)	55%	-7%	x	1.4%	6%
COc1ccc(NS(=O)(=O)c2cccc(C(=O)NNC(=O)c3cc(S(N)(=O)=O)ccc3OC)c2)cc1	11%	-2%	8%	0.5%	-11%
Nc1c(C(=O)C2CC2)sc2nc(-c3cccs3)cc(C(F)(F)F)c12	2%	-1%	-17%	12%	-45%
CN(/N=C/c1cc(Cl)cc(Cl)c1O)c1c(Cl)cccc1[N+](=O)[O-]	12%	7%	9%	2.7%	2%
CC1CCN(C(=O)CCS(=O)(=O)c2cc3c(cc2Cl)NC(=O)CO3)CC1	-14%	-8%	-4%	0.7%	-10%	VEEV TC-83 Vero 10K pilot screen=0.4
COc1c(CC=C(C)C)c(O)cc2oc(=O)c3c4ccc(O)cc4oc3c12	20%	-10%	x	x	4%
CCCCOc1ccc(N(CC(=O)NC2CCCCC2)C(=O)c2snc(C(N)=O)c2N)cc1	-2%	0%	2%	0.8%	13%
Cc1ccc(C(=O)/C=C/NCc2ccc(F)cc2)cc1	62%	-1%	1%	i	-5%
FC(F)(F)c1cc(C(F)(F)F)c2ccc(N3CCN(c4ccccc4)CC3)nc2n1	4%	-2%	0%	1.6%	-14%
O=C(COC(=O)c1ccc(N2CCOCC2)c([N+](=O)[O-])c1)Nc1ccc2c(c1)OCO2	17%	24%	2%	3.4%	-7%
O=C(O)c1ccccc1C(=O)Nc1ccccc1NC(=O)c1ccccc1C(=O)O	-8%	3%	x	0.2%	3%
Cc1cc2cc(CN(Cc3ccco3)S(=O)(=O)c3c(C)ccc4nsnc34)c(=O)[nH]c2cc1C	29%	1%	1%	2.5%	0%
Cc1cccc(S(=O)(=O)Nc2cc(Cl)ccc2N2CCOCC2)c1	16%	1%	2%	1.9%	x
CN(CC(=O)Nc1ccc(F)cc1)C(=O)C1CCN(S(=O)(=O)c2ccc3c(c2)OCCO3)CC1	9%	1%	-3%	1.8%	-1%
CN=c1scc(-c2cc(OC)ccc2OC)n1/N=C/c1c(C)[nH]c2ccccc12	17%	17%	5%	7.2%	18%
COc1ccc(Cl)cc1NC(=O)Cn1c(=O)oc2ccccc21	0%	3%	-3%	i	0%
CC(C)(C)c1ccc(-c2ccc3c(c2)S(=O)(=O)c2ccccc2C3=O)cc1	0%	-3%	-3%	2.0%	7%

(listing goes on)
SMILES	tuberculosis growth	M. tuberculosis HTS	H1N1 NS1A inhibition	VEEV TC-83 Vero	PhoP GFP inhibition	others
CCn1nc(NC(=O)COC)c2cc3cccc(C)c3nc21	1%	2%	-15%	0.5%	0%
CCn1c(SCC(=O)N2CCCCC2)nc2c1c(=O)n(C)c(=O)n2C	-16%	-9%	7%	2.0%	9%
CSc1nc2[nH]ncc2c(=O)[nH]1	-7%	7%	-4%	i	-5%
COc1ccccc1-n1cc(-c2ccccc2)c2c(=S)nc[nH]c21	-21%	-6%	0%	9.2%	-3%
CCNC(=S)N/N=C/c1sc(N2CCCCC2)nc1-c1cccs1	-18%	-2%	1%	0.3%	-12%
O=C(Nc1ccccc1N1CCOCC1)c1ccc([N+](=O)[O-])o1	x	u	-2%	2.3%	-11%
Cc1ccccc1-c1nnc(SCC(=O)NC2CCS(=O)(=O)C2)n1C (configuration not stated)	-6%	-3%	-4%	0.9%	x
CCOC(=O)c1c(NC(=O)/C=C/C(=O)O)sc(C)c1-c1ccc(Cl)cc1	52%	5%	-17%	5.1%	-17%
O=C(O)Cn1c(=O)c2c3c(sc2n(Cc2ccccc2)c1=O)CCCC3	17%	-8%	-15%	i	6%
CCOC(=O)COc1ccc(S(=O)(=O)NCc2cccnc2)cc1	12%	-4%	-8%	0.6%	-3%

A draw from above in order of SMILES length, largest number first.
SMILES	tuberculosis growth	M. tuberculosis HTS	H1N1 NS1A inhibition	VEEV TC-83 Vero	PhoP GFP inhibition	others
CCOC(=O)c1c(NC(=O)/C=C/C(=O)O)sc(C)c1-c1ccc(Cl)cc1	52%	5%	-17%	5.1%	-17%
O=C(O)Cn1c(=O)c2c3c(sc2n(Cc2ccccc2)c1=O)CCCC3	17%	-8%	-15%	i	6%
CCn1c(SCC(=O)N2CCCCC2)nc2c1c(=O)n(C)c(=O)n2C	-16%	-9%	7%	2.0%	9%
CCNC(=S)N/N=C/c1sc(N2CCCCC2)nc1-c1cccs1	-18%	-2%	1%	0.3%	-12%
CSc1nc2[nH]ncc2c(=O)[nH]1	-7%	7%	-4%	i	-5%

(more compounds)
SMILES	tuberculosis growth	M. tuberculosis HTS	H1N1 NS1A inhibition	VEEV TC-83 Vero	PhoP GFP inhibition	others
CCOC(=O)N/N=C\C=C\c1ccc2c(c1)OCO2	3%	-2%	2%	0.4%	2%
O=C(COc1ccccc1)N1CCN=C1c1ccccc1	-8%	-2%	2%	0.6%	-3%
O=C(COC(=O)/C=C/c1cccs1)NC(=O)Cc1ccccc1	14%	0%	0%	0.7%	8%
COc1ccc(NS(=O)(=O)c2cc(NC(=O)c3ccc(Cl)cc3)ccc2N2CCOCC2)cc1	-6%	-4%	-26%	4.0%	x
CSCC(O)Cn1[nH]c(=O)c2cc(Cl)c(Cl)cc2c1=O (configuration not stated)	0%	-8%	5%	0.8%	-1%
NC(=O)c1ccccc1NC(=O)NC1CCCCC1	4%	-17%	-5%	1.5%	4%
COCCCn1c(SCC(=O)Nc2ccc3c(c2)OCCO3)nnc1-c1ccoc1C	2%	-4%	-2%	0.5%	8%
O=C(COC(=O)c1cccnc1Nc1ccccc1F)NC1CC1	5%	9%	-2%	1.0%	-3%
COC(=O)Cc1c(C)nc2nc(-c3ccc(Cl)cc3)[nH]n2c1=O	13%	-1%	-4%	0.8%	-2%
O=C(O)c1ccc(NS(=O)(=O)c2ccc(Cl)c(C(=O)Nc3ccccc3)c2)cc1	13%	3%	0%	0.9%	7%
CC(C)(C)OC(=O)NCCc1nnc(SCc2ccc(Cl)cc2Cl)o1	x	8%	16%	1.6%	-8%
O=C(/C=C/c1ccc(Cl)cc1)N1CCN(Cc2ccccc2)CC1	-2%	2%	-2%	0.8%	13%
CN1CCCCc2c1[nH]c1ccccc1c2=O	1%	-2%	0%	1.6%	4%
CSCC[C@H](NC(=O)OC(C)(C)C)C(=O)NCC1CCC(C(=O)N[C@@H](Cc2ccccc2)C(=O)O)CC1 (some centres not stated)	-13%	2%	-22%	0.7%	3%
N#C/C(=C\c1cccc([N+](=O)[O-])c1)c1nnc2n1CCCCC2	u	u	-5%	5.8%	2%
CNC(=O)C1CCN(C(=O)c2ccc(-c3ccccc3)cc2)CC1	4%	0%	-3%	9.4%	7%	VEEV TC-83 Vero 10K pilot screen=1.7
COc1ccc(-n2c(Cc3cc(=O)[nH]c(=O)[nH]3)nnc2SCC(=O)N2CCCC2)cc1	7%	0%	3%	0.4%	-6%
O=C(COC(=O)c1ccc(F)cc1F)Nc1ncccn1	-5%	-9%	-19%	0.5%	0%
c1ccc2c(-c3nn[nH]n3)cccc2c1	-22%	-10%	-3%	0.5%	2%
CC1(C)CC(=O)C=C(c2cc3ccccc3s2)C1	-1%	2%	6%	0.3%	-5%
COCc1ccc(C(=O)N2CCCC(Nc3ccc(C(C)C)cc3)C2)s1 (configuration not stated)	40%	16%	5%	0.5%	-11%
Cc1ccc(C)c(NC(=O)CSc2nnc(CCNC(=O)OC(C)(C)C)o2)c1	16%	-20%	10%	i	5%	VEEV TC-83 Vero 10K pilot screen=2.0
Cc1cccc(N2C(=O)CC(Sc3ccccc3C(=O)O)C2=O)c1 (configuration not stated)	-11%	-5%	0%	0.5%	0%
CCOC(=O)[C@@H]1[C@H]2COc3ccccc3[C@@H]2N2C(=O)N(c3cccc(Cl)c3)C(=O)[C@@]12C	37%	8%	1%	0.0%	-9%
O=C(CC(c1ccccc1)c1cc(Br)ccc1O)N1CCCC1 (configuration not stated)	36%	-1%	1%	9.2%	-12%
COc1ccc(C(=O)Cn2c(NCCO)nc3ccccc32)cc1OC	-1%	-5%	2%	0.4%	-5%
Cn1cc(C(=O)c2ccc(Cl)cc2Cl)cc1C(=O)N/N=C(\N)COc1ccc(F)cc1	1%	0%	-11%	6.2%	1%

Assay outcomes as filed in PubChem BioAssay.
